NTR1 ag: NTR1-driven beta-arrestin-GFP spot formation – imaging, U2OS cells, high content, primary screen (AID 493036) | P30989 | agonist mode | activation, % at 20 µM | actives 0.17% (n = 330,000);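 active means activation at or above 40% of the spot to cytoplasm intensity ratio, with at least 20 cells analyzed; inconclusive means wells under 20 cells, flagged as cytotoxic or low count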;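 further: 0% = DMSO without peptide and 100% = 100 nM NTR1 peptide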
Target sequence (P30989 whole entry, looked up): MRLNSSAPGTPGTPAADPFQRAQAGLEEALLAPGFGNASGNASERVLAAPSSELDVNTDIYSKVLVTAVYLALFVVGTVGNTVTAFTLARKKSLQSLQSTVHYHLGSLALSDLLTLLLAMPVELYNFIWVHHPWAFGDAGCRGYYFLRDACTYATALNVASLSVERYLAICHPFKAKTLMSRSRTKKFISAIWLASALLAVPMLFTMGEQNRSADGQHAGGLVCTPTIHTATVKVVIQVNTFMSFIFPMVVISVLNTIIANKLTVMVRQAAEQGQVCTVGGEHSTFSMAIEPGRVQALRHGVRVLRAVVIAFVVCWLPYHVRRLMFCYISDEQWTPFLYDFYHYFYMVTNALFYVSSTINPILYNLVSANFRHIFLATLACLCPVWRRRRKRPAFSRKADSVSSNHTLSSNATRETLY
Myeloid diff 2: compounds promoting myeloid differentiation | ER-HoxA9 myeloid progenitors, lysozyme-GFP differentiation, flow cytometry | calls only at 10 µM | actives 1% (n = 360,000);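 active means normalized GFP-positive differentiation at or above the plate's own cutoff, the solvent-only control mean plus 3 SD; inconclusive means no clear call, values can overlap the other calls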;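 further: cells exposed to compound for four days before flow analysis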
GPR35 antagonists: GPR35 antagonists blocking zaprinast-driven arrestin recruitment, primary screen, imaging, U2OS, beta-arrestin-GFP, zaprinast agonist (AID 2058). U2OS GPR35 beta-arrestin-GFP translocation imaging, zaprinast antagonism; higher % means a stronger effect. one-dose inhibition, % at 10 µM; IC50 in µM for titrated hits. actives 0.052% (n = 290,000);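 active means inhibition of at least 50% with at least 30 cells and total cytoplasm GFP at most 10,000,000; inconclusive means under 30 cells or total GFP of 10,000,000 plus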
SIAH1 antagonists: blockers of Siah-1 interaction with plectin peptide – biochemical, fluorescence polarization, rhodamine-plectin, uHTS, primary screen (AID 1817); displacement, % at 20 µM; hits with a dose series show IC50 in µM; actives 0.02% (n = 290,000); Siah-1 / rhodamine-plectin peptide fluorescence polarization; higher % means a stronger effect;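 active means displacement of at least 50% at 20 µM, with a fluorescence ratio check between 0.3 and a set limit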;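 further: plate controls were Siah plus tracer with DMSO for no effect and tracer alone without Siah for full effect; strong numbers were not always called active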
HIV fusion peptide: inhibitors of HIV fusion peptide binding, primary screen, biochemical, uHTS, fluorescence dequenching (AID 1986); cell-free peptide binding, fluorescence dequenching, 30 min; higher % means a stronger effect; inhibition, % at 20 µM; hits with a dose series show IC50 in µM; actives 0.3% (n = 290,000); in the data active means inhibition mostly above about 52%, no sharp cut-off; inactive means mostly below about 76%; further: some results filed as inactive read as strong as hits
Rac1 GTP hydrolysis: MgcRacGAP GTPase-activating activity inhibitors, confirmation, biochemical, ADP Hunter fluorescence | MgcRacGAP-stimulated Rac1 GTP hydrolysis, ADP Hunter fluorescence; higher % means a stronger effect; GST-tagged Rac1 F28L mutant substrate | inhibition, % at 30 µM, or IC50 in µM where a hit was titrated | actives 0.6% (n = 340,000) | AID 624330;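 active means first-screen hits whose inhibition reached a set limit at any dose in the follow-up dose series; inconclusive means inhibition above the set first-screen limit but never retested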;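 further: fluorescence reports GDP produced by GAP-driven GTP hydrolysis; strong numbers were not always called active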
LYP phosphatase: PTPN22 lymphoid phosphatase activity blockers – biochemical, fluorescence intensity, uHTS (AID 1779). actives 0.054% (n = 290,000). one-dose inhibition, % at 11.5 µM; IC50 in µM for titrated hits. recombinant LYP phosphatase, fluorescence intensity; higher % means a stronger effect; in the data active means inhibition above about 50%;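 further: plate controls were vehicle with enzyme for no effect and no enzyme for full effect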
PhoP inhibition: inhibitors of PhoP regulon expression, primary screen, Salmonella Typhimurium, GFP reporter (AID 1863); S. Typhimurium PhoP-regulated promoter GFP reporter, 4 h; higher % means a stronger effect; inhibition, % at 50 µM; hits with a dose series show IC50 in µM; actives 0.16% (n = 300,000);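 active means inhibition over 29.93%, a cutoff 3 SD above the screen mean, later confirmed by dose response; inconclusive means inhibition over 29.93% but no dose response follow-up; inactive means inhibition at most 29.93% or unconfirmed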;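 further: 0% = low Mg2+ inducing control and 100% = high Mg2+ repressing control; strong numbers were not always called active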
GPR55 antagonists: inhibition of LPI-stimulated GPR55 beta-arrestin translocation – imaging, U2OS, beta-arrestin-GFP, LPI agonist, primary screen (AID 2013); U2OS GPR55 beta-arrestin-GFP translocation imaging, LPI antagonism; higher % means a stronger effect; one-dose inhibition, % at 10 µM; IC50 in µM for titrated hits; actives 0.13% (n = 290,000);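 active means spots per cell inhibited over 60%, with over 100 cells counted and total cytoplasm intensity under 500,000; inconclusive means wells with under 100 cells, flagged as likely toxic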;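 further: U2OS cells stably carrying GPR55 and arrestin-GFP stimulated by 5 µM LPI near EC80; imaged beta-arrestin-GFP aggregate spots per cell after agonist stimulation; plate controls were LPI-stimulated DMSO wells for no effect and DMSO wells without LPI for full effect; some results filed as inactive read as strong as hits; confirmed hits need IC50 under 10 µM and bright autofluorescent wells are also inconclusive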
NTR1 ag cell count 20 µM: also measured in NTR1 ag; calls as there; cell count; measured here: cell count, cytotoxicity flag
Myeloid diff 2 GFP+ MAC1+ %: recorded beside Myeloid diff 2, whose call it bears; GFP+ MAC1+ double positive, %; measured here: differentiation confirmed by MAC1 staining
* = called active by the depositor; i = inactive; ? = inconclusive; / = no result given.

SMILES	NTR1 ag	NTR1 ag cell count 20 µM	Myeloid diff 2	Myeloid diff 2 GFP+ MAC1+ %	GPR35 antagonists	SIAH1 antagonists	HIV fusion peptide	Rac1 GTP hydrolysis	LYP phosphatase	PhoP inhibition	GPR55 antagonists
Cc1ccc(NC(=O)CSC2=Nc3ccccc3C3CC=NN23)c(C)c1 (centres undefined)	6.6	77	i	0.7	0%	-4%	-0.1%	10%	-6%	9%	-6%
COc1ccc(N2C(=O)CSC23C(=O)N2CCCc4cccc3c42)cc1 (centres undefined)	-1.3	67	i	3.1	0%	0%	0.6%	-8%	-1%	1%	9%
CCCCN1C(=O)CC(Nc2ccc(CC)cc2)C1=O (centres undefined)	0.2	53	/	/	3%	1%	0.9%	-4%	-6%	-2%	5%
COC(=O)COc1cc(=O)oc2ccc(NS(=O)(=O)c3ccccc3)cc12	0.4	75	i	0.5	2%	-2%	-0.8%	7%	-4%	-1%	-2%
O=C(COc1ccccc1Cl)Nc1cc(Cl)ccc1Oc1ccccc1	8.4	53	/	/	-2%	4%	-1.0%	5%	5%	-2%	3%
Cc1ccc(C2NC(=S)NC3=C2C(=O)CC(C)(C)C3)cc1 (centres undefined)	0.6	54	i	1.0	3%	-6%	-2.5%	9%	-5%	12%	-6%
COC(=O)CSC1=C(C#N)C(c2ccccc2F)CC(=O)N1 (centres undefined)	-0.8	52	i	1.4	3%	0%	-1.3%	4%	-3%	-3%	-1%
C[C@@H]1C=C(C(=O)N2CCOCC2)O[C@H](OCc2ccc(CO)cc2)C1	0.4	47	i	0.9	0%	-3%	-0.1%	-3%	0%	-15%	-7%
COc1cc2c(cc1OC)CN(C(=O)c1sc(-c3cnccn3)nc1C)CC2	0.1	58	i	0.6	-8%	-3%	0.1%	-5%	-11%	-7%	10%
COc1ccc2oc3ccccc3c(=O)c2c1	-0.5	50	i	1.6	-3%	6%	1.3%	6%	-6%	-10%	1%
Cc1ccc(NC(=O)C(C)Sc2nc(=O)cc(N)n2-c2ccccc2)cc1 (centres undefined)	-3.0	78	i	0.4	16%	-3%	-1.6%	5%	-8%	-3%	-11%
COc1ccc(S(=O)(=O)N(CC(=O)Nc2cc(C)on2)Cc2ccccc2)cc1	-1.8	85	i	0.2	2%	1%	-0.2%	4%	-5%	-7%	0%
C[C@H](NS(=O)(=O)c1ccc(Cl)cc1)C(=O)OCC(=O)NC(=O)Nc1ccc2c(c1)OCCO2	0.9	30	i	0.8	20%	7%	-1.4%	10%	-7%	6%	3%
NS(=O)(=O)c1ccc(NC(=O)COC(=O)c2cnccn2)cc1	1.2	62	i	0.5	1%	-5%	0.0%	-1%	-4%	-8%	4%
CCOc1ccccc1CNCCNC(=O)c1nonc1N	-1.5	59	i	0.5	5%	-6%	-2.3%	8%	-3%	6%	-5%
Cc1c(NC2=CC(=O)CCC2)c(=O)n(-c2ccccc2)n1C	-1.1	51	i	0.1	2%	1%	0.4%	11%	-8%	-6%	3%
CSc1ccc(CN(C)C(=O)c2cc3ccccc3o2)cc1	0.5	42	i	4.5	-11%	-6%	-0.2%	8%	-2%	2%	8%
Cc1ccc(/C=N/NC(=O)C(=O)N/N=C/c2ccc(C)o2)o1	4.2	55	/	/	-25%	4%	2.9%	3%	1%	6%	10%
O=C1Nc2ccccc2N(O)N1c1ccc(Cl)c(Cl)c1	-1.0	45	i	0.4	16%	5%	-2.2%	8%	-5%	-14%	-5%
C/C(Cc1ccccc1)=N\NC(=O)CNC(=O)c1ccc(F)cc1	-0.3	50	i	1.3	6%	-1%	0.4%	10%	-8%	-4%	3%
CCOC(=O)N1CCN(c2cc(N)c([N+](=O)[O-])cc2F)CC1	1.5	63	i	2.0	3%	2%	-1.1%	7%	-5%	0%	0%
COCCNC(=O)CCC1CCN(C/C=C/c2ccccc2OC)CC1	0.9	55	i	0.4	5%	-4%	-0.1%	2%	-4%	4%	6%
CC(NS(=O)(=O)c1ccccc1)C(c1cccs1)N1CCOCC1 (centres undefined)	-1.2	87	i	2.3	-3%	-3%	-0.3%	3%	-5%	10%	11%
COc1ccc(C(=O)c2no[n+]([O-])c2C(=O)c2ccc(OC)cc2)cc1	29	51	?	/	9%	2%	0.8%	-1%	8%	-73%	9%

Results in NTR1 ag and LYP phosphatase, for 2 of the compounds above:
| Compound | NTR1 ag | LYP phosphatase |
| --- | --- | --- |
| COc1ccc(N2C(=O)CSC23C(=O)N2CCCc4cccc3c42)cc1 (centres undefined) | -1.3 | -1% |
| CCCCN1C(=O)CC(Nc2ccc(CC)cc2)C1=O (centres undefined) | 0.2 | -6% |

More entries follow:
SMILES	NTR1 ag	NTR1 ag cell count 20 µM	Myeloid diff 2	Myeloid diff 2 GFP+ MAC1+ %	GPR35 antagonists	SIAH1 antagonists	HIV fusion peptide	Rac1 GTP hydrolysis	LYP phosphatase	PhoP inhibition	GPR55 antagonists
COc1ccc(S(=O)(=O)N2CCOC23CCN(C(=O)c2ccccc2OC)CC3)cc1	-0.8	55	i	1.3	/	/	/	6%	/	1%	/
CCCCOC(=O)Nc1nc(C)c(C(=O)OCC)s1	0.4	80	i	1.1	4%	2%	-1.5%	12%	-3%	-13%	-2%
CC(C)OC(=O)C1CC=CCC1C(=O)Nc1ccc(Cl)cc1 (centres undefined)	0.1	45	i	0.8	-2%	2%	-1.7%	1%	-10%	-9%	4%
Cc1ccccc1CNC(=O)C1CCC(=O)N(Cc2cccc(F)c2)C1 (centres undefined)	0.8	52	i	0.0	20%	2%	-1.8%	3%	-5%	-3%	3%
CC(Oc1ccc2c3c(c(=O)oc2c1)CCCC3)C(=O)NCCN1CCOCC1 (centres undefined)	0.0	59	?	/	2%	-1%	1.4%	7%	-9%	-4%	6%
CC(C)COC(=O)C1C2C=CC3(CN(C(C)c4ccc(Br)cc4)C(=O)C13)O2 (centres undefined)	3.7	54	i	2.9	4%	0%	-0.7%	7%	4%	-5%	-6%
Cn1ncc(C#N)c1/N=C/N1CCCCCC1	3.7	43	i	0.8	-4%	6%	-2.7%	0%	-7%	1%	16%
Nc1nc(NCCCN2CCOCC2)nc(NCc2ccccc2)c1[N+](=O)[O-]	0.4	54	i	0.2	12%	-2%	0.0%	12%	-3%	1%	-6%
O=C(NCCSc1ccc(Cl)cc1)c1ccco1	-1.3	87	i	2.2	2%	2%	-2.8%	2%	-14%	6%	-1%
CCCCSc1nc2ccc(Nc3nc(N4CCOCC4)nc(N4CCOCC4)n3)cc2s1	11	61	i	3.1	4%	0%	3.9%	-6%	4%	5%	22%
CCOc1ccccc1/C=C/c1onc(C)c1S(=O)(=O)N1CCC(C(=O)N(CC)CC)CC1	2.1	50	i	5.4	-13%	-5%	-0.1%	0%	0%	-2%	-9%
CN(C)CCNC(=O)c1nn(C)c2c1CCc1ccccc1-2	-2.1	76	i	0.5	-2%	-2%	1.5%	13%	-3%	-5%	14%
O=C(O)CCSc1ccccn1	0.9	99	i	1.0	8%	4%	-1.1%	-8%	-7%	3%	0%
COc1ccc(OCCNc2cc(N3CCOCC3)ccc2[N+](=O)[O-])cc1	-1.9	81	i	1.1	0%	0%	-1.6%	0%	0%	2%	28%
CCc1ccc(/C=C/C(=O)c2ccc(S(=O)(=O)N(C)C)cc2)cc1	26	72	i	3.1	-7%	-3%	-0.8%	7%	-2%	23%	1%
CCn1c(C(O)c2cc(OC)ccc2OC)nc2ccccc21 (centres undefined)	1.0	60	i	0.6	7%	0%	-0.9%	10%	-5%	6%	-3%
NC(=O)[C@@H]1CC2(CC(c3cccc(NC(=O)[C@H]4CCC(=O)N4)c3)=NO2)CN1C(=O)c1ccc(Cl)cc1 (some centres undefined)	-3.3	96	i	1.2	-19%	-4%	-1.0%	8%	-9%	-1%	4%
Cc1cc(S(=O)(=O)NCCN(C)C)c(C)s1	1.2	62	i	0.8	5%	4%	0.5%	0%	-9%	6%	12%
O=C(Nc1ccc(F)c(Cl)c1)NC1CC1	0.4	97	i	0.1	14%	-7%	-0.5%	9%	-7%	-7%	9%
CCCCN(C)C(=O)CC(NS(=O)(=O)c1ccc(NC(C)=O)cc1)C(C)C (centres undefined)	0.2	58	i	0.6	10%	-7%	-1.3%	-2%	-6%	-7%	8%
CC(=O)Nc1ccc(NC(=O)Nc2cccc(C)c2C)cc1	-1.3	89	i	0.3	-2%	3%	1.5%	-1%	2%	-7%	6%
COc1ccccc1Nc1nc(N)nc(CSC(=S)N2CCN(c3ccccc3)CC2)n1	2.9	34	i	0.3	3%	4%	-0.8%	0%	5%	7%	11%
COc1ccc(/C=C/C(=O)ONC2=NCCCCC2)cc1OC	0.6	54	i	0.7	-1%	6%	0.5%	5%	3%	-7%	-9%
O=C1C2CCCN2C(=O)N1CCCCN1CCN(c2ccc(F)cc2)CC1 (centres undefined)	0.2	46	i	0.9	3%	-7%	-0.4%	5%	-4%	3%	4%
CC(=O)NC1=NC(=O)/C(=C/c2cn(C(C)=O)nc2-c2ccccc2)S1	-1.6	74	i	0.2	-7%	-6%	15%	18%	7%	-3%	100%*
CC(C)CNC(=O)NC(=O)COC(=O)c1cc([N+](=O)[O-])ccc1NCc1ccccc1Cl	2.6	44	/	/	-12%	6%	0.8%	/	-2%	1%	12%
COc1ccc(Nc2nnc(Cc3ccc(Cl)cc3)c(=O)[nH]2)c(OC)c1	-1.1	63	i	1.0	5%	0%	-2.4%	7%	8%	-2%	10%
CCOC(=O)N1CCC(N2CCCC(C(=O)c3ccc4cc(OC)ccc4c3)C2)CC1 (centres undefined)	1.3	27	i	0.9	-2%	17%	1.6%	16%	-22%	8%	14%
CC1CCCC(NC(=O)COC(=O)c2cc(S(=O)(=O)N3CCCCC3)ccc2N2CCOCC2)C1C (centres undefined)	-3.9	84	i	0.5	-1%	-6%	-0.8%	-4%	-7%	21%	?
N#CCOC(=O)c1sccc1-n1cccc1	0.1	69	i	0.7	6%	3%	-1.7%	5%	-6%	41%	12%
COn1c(C)c(C)c2c3nonc3ccc21	/	/	i	0.6	-2%	3%	2.2%	12%	-6%	-5%	-6%
C=CCOc1ccccc1CN1CCC(Oc2cc(C(=O)NC3CC3)ccc2OC)CC1	1.5	66	i	1.2	5%	-4%	0.8%	5%	-8%	3%	-5%
